mcGAS inh: cyclic GMP-AMP synthase inhibitors, mouse, primary biochemical chemiluminescence | Q8C6L5 | inhibition, % at 12.5 µM | recombinant cGAS, Kinase-Glo ATP depletion luminescence | 0.15% of 160,000 active;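 note: 0% = negative control wells and 100% = reference inhibitor with no enzyme activity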
hcGAS lum: Primary biochemical luminescence assay for human cyclic GMP-AMP synthase inhibitors; AID 1259398, 2018; recombinant h-cGAS, ATP depletion, Kinase-Glo luminescence; inhibition, % at 12.5 µM; 0.081% of 290,000 active;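 note: 0% = vehicle reaction and 100% = reaction without DNA for no activity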
Target sequence (Q8N884 whole entry, looked up): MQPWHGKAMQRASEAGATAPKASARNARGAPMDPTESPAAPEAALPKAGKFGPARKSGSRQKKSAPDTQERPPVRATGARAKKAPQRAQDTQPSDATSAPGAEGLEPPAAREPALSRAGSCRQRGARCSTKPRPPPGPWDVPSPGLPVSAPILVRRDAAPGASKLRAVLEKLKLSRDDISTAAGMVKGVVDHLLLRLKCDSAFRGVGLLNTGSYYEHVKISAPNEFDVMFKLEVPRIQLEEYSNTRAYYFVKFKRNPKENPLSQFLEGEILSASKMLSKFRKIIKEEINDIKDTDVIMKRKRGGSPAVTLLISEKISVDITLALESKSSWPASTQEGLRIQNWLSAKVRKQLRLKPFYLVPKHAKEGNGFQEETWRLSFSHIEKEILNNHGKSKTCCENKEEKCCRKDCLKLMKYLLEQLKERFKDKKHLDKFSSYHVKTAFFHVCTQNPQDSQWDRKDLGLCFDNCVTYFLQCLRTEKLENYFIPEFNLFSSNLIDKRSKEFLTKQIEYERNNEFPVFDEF
NPYLR7 agonist: agonists of mosquito NPYLR7 receptor, primary screen, cell-based, Aedes aegypti, calcium fluorescence, mosquito biting behavior | AID 1259423, 2018 | 0.15% of 270,000 active | HEK293T NPYLR7/Galpha15, GCaMP6s calcium fluorescence | Aedes aegypti neuropeptide Y-like receptor 7 (NPYLR7) | activation, % at 10 µM; in the data active = activation above about 40%;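 note: 0% = vehicle and 100% = reference agonist at the receptor; some compounds past the cut are filed as inactive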
An asterisk follows results filed as active; nt = no result given; & = joins results of further samples. Cut-off read from the data, not from the text of the source, unless noted: active = inhibition above about 40%; inactive = the rest.

SMILES | mcGAS inh | hcGAS lum | NPYLR7 agonist
c1ccc(-c2nc3c(N4CCOCC4)nccc3[nH]2)cc1 | -8 | -8 | -5
O=C(c1c(F)cnc(F)c1F)N1CCC(n2c(C(F)(F)F)nc3ccccc32)CC1 | -8 | -8 | -4
COc1ccccc1NS(=O)(=O)c1cc(Br)ccc1Br | -6 | 0 | 3
COc1ccc(CCNC(=O)c2c(C)noc2-c2ccco2)cn1 | -3 | -3 | -11
CN(Cc1cccc2ncccc12)C(=O)c1cccc(C2CCNC2)c1 (stereo not given) | -17 | 0 | 1
CCCC(=O)OCC(O)CNC(Cc1ccccc1)c1nc(-c2ccc([N+](=O)[O-])cc2)no1 (stereo not given) | 0 | -5 | -8
CN(Cc1ccc(Cl)c(Cl)c1)C(=O)CCn1c(=O)oc2cc(S(N)(=O)=O)ccc21 | nt | -4 | 2
CC1CN(Cn2nc3n(c2=S)CCCCC3)C(C)CO1 (stereo not given) | nt | 1 | 0
CC(SCc1cc(Cl)c2c(c1)OCCO2)C(=O)O (stereo not given) | 2 | 8 | -1
COc1ccc(S(=O)(=O)NCC2CCCN(Cc3ccc(O)cc3)C2)cc1 (stereo not given) | nt | -6 | 6
Cc1ccc(-c2nnc(CNCCSc3nnnn3C)o2)n1C | -18 | -4 | 24
O=C(CCc1c[nH]c2ccccc12)NCCn1ncc2ccccc2c1=O | nt | -6 | 2
CN1C(=O)C(CC(=O)NCc2cnn(C)c2)(Cc2ccccc2)c2ccccc21 (stereo not given) | -15 | -3&-8 | 2&7
O=c1c2cnc3nc(-c4cccnc4)nn3c2ccn1C1CCCCCC1 | nt | -6 | 6
O=C(c1nc2c(s1)CCCC2)N1[C@H]2CCNC[C@@H]1CC2 | -9 | -5 | nt
CCn1c(-c2c(-c3ccccc3)ncn2Cc2cc(C)[nH]n2)nc2ccccc21 | nt | -2 | 13
CCOC(=O)C1CCCN(C(=O)c2cc(-c3ccc(OC)cc3OC)nn2-c2ccc([N+](=O)[O-])cc2)C1 (stereo not given) | -6 | -3 | 0
COc1ccc(-c2nnc(SCc3c(F)cccc3Cl)n2C2CCCCC2)cc1 | 8 | -6 | -1
Cc1ccc(NC(=O)CSc2nc3c(-c4ccccc4)c[nH]c3c(=O)n2C)cc1 | 0 | -2 | -2
Cc1cnn(-c2ccc(C(=O)N3CCCC3C(C)C)cc2)c1 (stereo not given) | 2 | 4 | 2
CC1=NN(Cc2cc(C)ccc2C)c2nc3c(c(=O)n(Cc4cc(C)ccc4C)c(=O)n3C)n2C1 | -5 | -5 | 6
CN1C(=O)NC(=O)/C(=C\c2ccc(O)cc2)C1=O | 1 | -5 | -5
COCCNC(=O)c1ccc(CSc2nc(N(C)C)cc(C(F)(F)F)n2)cc1 | -3 | -1 | 5
O=C(CCC1CCCCC1)NCCn1ncc2c(N3CCCCCC3)ncnc21 | -8 | -11 | -1
O=C1NCCN1CCNc1nc(NCc2ccccc2)nc2ccsc12 | nt | 0 | -4
COc1ccc2c(c1)CC(c1nc(Cc3ccc(F)cc3)no1)CO2 (stereo not given) | nt | -6 | 0
CN(C)c1ccc(C(=O)NC2CCCN(Cc3ccc(Cl)cc3)C2)cc1 (stereo not given) | nt | -8 | 0
COc1ccc(C2=Nc3ncnn3C(c3ccc(Cl)cc3)C2)cc1OC (stereo not given) | nt | -4 | 22
CC(NC(=O)CSc1nnc(-c2ccc(Cl)cc2)o1)C1CC2CCC1C2 (stereo not given) | nt | -5 | 7
COc1cccc(Oc2ccc(C(F)(F)F)cc2NC(C)=O)c1 | nt | -9 | -2

2 of the compounds above, with each value named.
mol: COc1ccc(C2=Nc3ncnn3C(c3ccc(Cl)cc3)C2)cc1OC (stereo not given)
  mcGAS inh: nt
  hcGAS lum: -4
  NPYLR7 agonist: 22

mol: CC(NC(=O)CSc1nnc(-c2ccc(Cl)cc2)o1)C1CC2CCC1C2 (stereo not given)
  mcGAS inh: nt
  hcGAS lum: -5
  NPYLR7 agonist: 7

Remaining list, next part
SMILES | mcGAS inh | hcGAS lum | NPYLR7 agonist
COCCc1nc2ccc(C(=O)NCc3scnc3-c3ccccc3)cc2o1 | nt | -6 | 5
CCOC(=O)C1CCN(C(=O)c2ccc(CSc3nc(COC)cc(N4CCN(C)CC4)n3)o2)CC1 | -7 | -11 | 19
COc1ccc(/C(C)=N\OCC(=O)N2CCOC(COCc3ccc(F)cc3Cl)C2)cc1 (stereo not given) | nt | 2 | 3
OCC1CCCN(CCNC2CCN(c3ccccc3Cl)CC2)C1 (stereo not given) | -18 | -3 | 1
CN(C)CCCN(C(=O)c1cccc([N+](=O)[O-])c1)c1nc2c(Cl)cccc2s1 | -6 | -6 | 3
O=c1[nH]c(=O)n(Cc2cccc(OC(F)F)c2)cc1Cl | nt | -10&-4 | -20&0
c1ccc(-n2nnnc2SCCNc2nc3ccccc3[nH]2)cc1 | -3 | -1 | 2
Cc1noc(C)c1C1CCCN1Cc1c(-c2ccccc2)nc2ncccn12 (stereo not given) | -17 | -3 | 1
COC(=O)c1ccccc1-c1ccc(NC(=O)C2C3CC4OC(=O)C2C4C3)cc1 (stereo not given) | nt | 1 | 8
Cc1ccc(C2c3c(n(C)c(=O)n(C)c3=O)N=C3COC(=O)C32)cc1 (stereo not given) | nt | -2 | 22
CCCNC(=O)Cn1nc2c(c1NC(=O)c1ccc(C)c(C)c1)CSC2 | -3 | -6 | -9
CCn1c(SCc2ccccc2OC(F)F)nnc1-c1c2c(nc3ccccc13)CCC2 | -5 | -3 | -2
O=C1C2C3C=CC(C4CC34)C2C(=O)N1c1ccc(F)cc1 (stereo not given) | -7 | -5 | 7
O=C(CCc1ccccc1)N1CCC(c2nc(-c3ccc(C(F)(F)F)cc3)no2)CC1 | -7 | -5 | -6
C=CCN(Cc1ccccc1)C(=O)c1cnn2c1[nH]c(=O)c1ccccc12 | -14 | -6 | 18
Cc1nc(S(=O)(=O)Oc2ccccc2C(F)(F)F)cn1C | nt | -6 | 1
Cc1ccc(OCc2cc(C(=O)NCc3cc4ccccc4[nH]3)no2)cc1C | -10 | -10 | 12
C=CCN(Cc1csc(COc2cccc(Cl)c2)n1)C(=O)c1cccs1 | -5 | -3 | 1
Cc1cccnc1CN1CCN(Cc2ccc(-c3ccn[nH]3)o2)CC1 | -12 | -8 | nt
CC(C)c1ccc(CC(=O)N2CCC2(C)C(=O)N2CCCCC2)cc1 (stereo not given) | nt | -9 | 5
CC(=O)N[C@@H]1c2ccccc2C2(CCN(C(=O)c3n[nH]c4ccccc34)CC2)[C@H]1OCc1ccccc1 | -13 | -12 | 10
COC(=O)c1cc(OC)cc(C(=O)N2CCCC3(CC2)CNC(=O)O3)c1 (stereo not given) | nt | -2 | 3
Cn1nc(C(C)(C)C)cc1C(=O)Nc1ccc2nc(-c3cccs3)nn2c1 | -7 | -5 | 3
COc1ccc(CC(=O)Nc2cccc(C3NC(=S)N(C)C(C)=C3C(=O)OCC(C)C)c2)cc1 (stereo not given) | -7 | -5 | 19
C=CCNC(=O)CN(c1ccc(C)cc1)S(=O)(=O)c1ccc(OC)c(OC)c1 | -6 | -3 | 16
CN(Cc1ccc(N(C)C)cc1)C(=O)C1CCN(S(=O)(=O)c2ccc3c(c2)OCCCO3)CC1 | -7 | -7 | 0
Cc1ccc(-c2nnc(SCCCC(=O)N3CCN(c4ccccc4F)CC3)n2-c2ccc(C)cc2)cc1 | 1 | -1 | -11
O=C(CC1C=CCC1)Nc1cccc(COc2ccc3c(c2)OCO3)c1 (stereo not given) | nt | -10 | 13
O=C1NC(=O)C2NC=NC2N1 (stereo not given) | nt | -1 | -2
Cc1cc(F)ccc1S(=O)(=O)N1CCC2(CCCNC2)C1 (stereo not given) | nt | -3 | 1
O=C1C=CC=C2C3CC(CC12)CN(c1nc(Cl)nc(NCc2ccco2)n1)C3 (stereo not given) | nt | 4 | 7
C=CCC(O)(CC=C)c1ccc(CN(CCCOC)Cc2ccc(C)cc2)o1 | -6 | -4 | -6
COc1ccc(-c2cnn(C(C)(C)C(=O)Nc3cc(C(C)(C)C)nn3C)c2)cc1OC | nt | -7 | 7
CCCC(=O)C1=C(c2ccc(OC)cc2)N(C(=O)CCC)n2c(CC)nnc2S1 | nt | -11 | 4
CC(OC(=O)CN(C)c1ccc(C#N)cn1)C(=O)Nc1c(F)cccc1F (stereo not given) | nt | 5 | 0
COc1cc(OC)c(OC)cc1C=NNc1ncc(Cl)cc1Cl | 1 | 3 | -2
CCS(=O)(=O)Oc1ccc(CN(CCOC)C(=O)Nc2ccccc2Br)cc1 | -5 | -11 | -5
CCOC(=O)C1=C(C)Nc2ncnn2C1c1ccc(F)cc1 (stereo not given) | nt | -2 | 3
CCN1CCN(Cc2csc(Nc3ccc(C)cc3)n2)CC1 | -8 | -8 | 7
O=S(=O)(NC1CC1)c1cccc(NS(=O)(=O)c2ccc(Cl)cc2F)c1 | nt | -4 | 34
Cc1ccc(C(C)NC(=O)N(Cc2ccc(O)cc2)CC2CC2)o1 (stereo not given) | nt | -10 | 3
CC(=O)N1CCN(C(=O)c2cc(-c3ccc(F)cc3)nc3cc(C(C)(C)C)nn23)CC1 | -9 | -3 | 9
FC(F)(F)c1cc(Cl)c2nc(-c3cccc(Br)c3)cn2c1 | nt | 1 | 0
Cc1ccccc1C1=NOC2CN(c3cnc4ccccc4n3)CC12 (stereo not given) | nt | -7 | -1
COc1ccccc1C1C(C(=O)OCC(C)C)=C(C)NC2=C1C(=O)CC(c1ccccc1)C2 (stereo not given) | 0 | 2 | -5
Cc1ccc(N(CC(=O)NCC2CCCO2)S(=O)(=O)c2ccc(F)cc2)cc1 (stereo not given) | -8 | -6 | 0
Cc1noc(-c2ccncc2)c1C(=O)N1CCCC(CCc2ccc(C(C)(C)C)cc2)C1 (stereo not given) | -9 | -8 | -1
COC(=O)c1c(NC(=O)c2c(-c3ccccc3Cl)noc2C)sc2c1C(C(=O)OC)CC2 (stereo not given) | 2 | 8 | -9
O=C(CNC1CC1)N1CCN(c2ccc(-c3ccc(Cl)cc3Cl)nn2)CC1 | nt | -5 | 22
COc1ccc(C(=O)N2Cc3ccccc3CC2C(N)=O)cn1 (stereo not given) | -8 | -13 | 12
CC(C)(C)OC(=O)N1CCC(c2nc(-c3ccncc3)n[nH]2)CC1 | -6 | 0 | -6
COc1cc(/C=C2\SC(=S)N(C(C(=O)O)C(C)C)C2=O)ccc1O (stereo not given) | 2 | -6 | 30
CN(C)CC1(O)CCN(C(=O)COc2ccc3c(c2)OCO3)C1 (stereo not given) | nt | -4 | 13
CSCCC(=O)Nc1ccc2[nH]cc(CCN3CCN(c4cccc(C(F)(F)F)c4)CC3)c2c1 | -7 | -9 | 2

Among those listed so far, these contain fluorine:
SMILES | mcGAS inh | hcGAS lum | NPYLR7 agonist
O=C(c1c(F)cnc(F)c1F)N1CCC(n2c(C(F)(F)F)nc3ccccc32)CC1 | -8 | -8 | -4
COc1ccc(-c2nnc(SCc3c(F)cccc3Cl)n2C2CCCCC2)cc1 | 8 | -6 | -1
COCCNC(=O)c1ccc(CSc2nc(N(C)C)cc(C(F)(F)F)n2)cc1 | -3 | -1 | 5
COc1ccc2c(c1)CC(c1nc(Cc3ccc(F)cc3)no1)CO2 (stereo not given) | nt | -6 | 0
COc1cccc(Oc2ccc(C(F)(F)F)cc2NC(C)=O)c1 | nt | -9 | -2
COc1ccc(/C(C)=N\OCC(=O)N2CCOC(COCc3ccc(F)cc3Cl)C2)cc1 (stereo not given) | nt | 2 | 3
O=c1[nH]c(=O)n(Cc2cccc(OC(F)F)c2)cc1Cl | nt | -10&-4 | -20&0
CCn1c(SCc2ccccc2OC(F)F)nnc1-c1c2c(nc3ccccc13)CCC2 | -5 | -3 | -2
O=C1C2C3C=CC(C4CC34)C2C(=O)N1c1ccc(F)cc1 (stereo not given) | -7 | -5 | 7
O=C(CCc1ccccc1)N1CCC(c2nc(-c3ccc(C(F)(F)F)cc3)no2)CC1 | -7 | -5 | -6
Cc1nc(S(=O)(=O)Oc2ccccc2C(F)(F)F)cn1C | nt | -6 | 1
Cc1ccc(-c2nnc(SCCCC(=O)N3CCN(c4ccccc4F)CC3)n2-c2ccc(C)cc2)cc1 | 1 | -1 | -11
Cc1cc(F)ccc1S(=O)(=O)N1CCC2(CCCNC2)C1 (stereo not given) | nt | -3 | 1
CC(OC(=O)CN(C)c1ccc(C#N)cn1)C(=O)Nc1c(F)cccc1F (stereo not given) | nt | 5 | 0
CCOC(=O)C1=C(C)Nc2ncnn2C1c1ccc(F)cc1 (stereo not given) | nt | -2 | 3
O=S(=O)(NC1CC1)c1cccc(NS(=O)(=O)c2ccc(Cl)cc2F)c1 | nt | -4 | 34
CC(=O)N1CCN(C(=O)c2cc(-c3ccc(F)cc3)nc3cc(C(C)(C)C)nn23)CC1 | -9 | -3 | 9
FC(F)(F)c1cc(Cl)c2nc(-c3cccc(Br)c3)cn2c1 | nt | 1 | 0
Cc1ccc(N(CC(=O)NCC2CCCO2)S(=O)(=O)c2ccc(F)cc2)cc1 (stereo not given) | -8 | -6 | 0
CSCCC(=O)Nc1ccc2[nH]cc(CCN3CCN(c4cccc(C(F)(F)F)c4)CC3)c2c1 | -7 | -9 | 2

Screens: PubChem BioAssay, Fisher Drug Discovery Resource Center
